RAD52 inh: inhibitors of human RAD52 DNA annealing; P43351; recombinant RAD52 DNA annealing, FRET fluorescence; inhibition, % at 18.7 µM; hit rate 0.46% among 360,000; AID 651710;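 active = every replicate showing at least 50% inhibition; inconclusive = mean inhibition at least 50% but not in every replicate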
XiGFP reactiv: activators of X-chromosome reactivation in mouse fibroblasts. XiGFP mouse fibroblasts, % GFP-positive cells imaging, 3 d; cells co-treated with 5-aza-dC sensitizer; scaled so ellipticine positive control = 100%. activation, % at 7.58 µM. hit rate 0.055% among 360,000. AID 743238;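 active = mean normalized replicate activation at least 10% and every replicate at or above 10%; inconclusive = only one of the two criteria met; inactive = mean below 10% and not all replicates reach 10%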;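 note: 0% = median of on-plate neutral control wells and 100% = ellipticine 6 µM median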
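System: XiGFP fibroblasts, SV40-immortalized. Medium: DMEM plus 5-aza-dC sensitizer. Doses: single point. Timing: 3 d treatment, 15 min room-temperature fixation. Control set: ellipticine 6 µM.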
CASP6 VEID inh: blocks human caspase-6 cleavage activity | purified caspase-6, Z-VEID-R110 cleavage fluorescence | inhibition, % at 12.5 µM | hit rate 0.53% among 350,000;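 active = mean inhibition across replicates at least about 35%, with every replicate also reaching that limit, limit read from the data; inconclusive = only one of the two criteria met; inactive = neither criterion met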;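 note: 0% = median of neutral control wells and 100% = no fluorescence left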
Target sequence (P55212 24-179 limits assumed): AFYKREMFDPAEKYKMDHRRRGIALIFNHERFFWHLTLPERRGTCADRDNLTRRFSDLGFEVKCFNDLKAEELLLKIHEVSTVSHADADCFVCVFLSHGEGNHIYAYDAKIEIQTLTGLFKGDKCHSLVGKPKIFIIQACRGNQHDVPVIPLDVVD
Target sequence (P55212 194-293 limits assumed): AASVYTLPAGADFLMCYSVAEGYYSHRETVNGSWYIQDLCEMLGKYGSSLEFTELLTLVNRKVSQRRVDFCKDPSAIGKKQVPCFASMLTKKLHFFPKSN
E-sel inducer: E-selectin induction on HUVECs; activation, % at 7.58 µM; hit rate 0.37% among 260,000; AID 686992; HUVEC E-selectin immunofluorescence imaging; normalized: neutral wells 0, TNF-alpha wells 100;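 active = mean E-selectin-positive cell signal at least 10% of the positive control, reached in at least 60% of replicates, without over 20% cell loss; inconclusive = no rule given, readout overlaps actives, possibly toxicity-flagged; inactive = the rest, including those meeting only one limit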;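 note: in these data hits start at about 27%; measured in HUVEC primary endothelial cells; signal is the percent of cells scored E-selectin positive by PE staining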
Target sequence (P16581 whole entry, looked up): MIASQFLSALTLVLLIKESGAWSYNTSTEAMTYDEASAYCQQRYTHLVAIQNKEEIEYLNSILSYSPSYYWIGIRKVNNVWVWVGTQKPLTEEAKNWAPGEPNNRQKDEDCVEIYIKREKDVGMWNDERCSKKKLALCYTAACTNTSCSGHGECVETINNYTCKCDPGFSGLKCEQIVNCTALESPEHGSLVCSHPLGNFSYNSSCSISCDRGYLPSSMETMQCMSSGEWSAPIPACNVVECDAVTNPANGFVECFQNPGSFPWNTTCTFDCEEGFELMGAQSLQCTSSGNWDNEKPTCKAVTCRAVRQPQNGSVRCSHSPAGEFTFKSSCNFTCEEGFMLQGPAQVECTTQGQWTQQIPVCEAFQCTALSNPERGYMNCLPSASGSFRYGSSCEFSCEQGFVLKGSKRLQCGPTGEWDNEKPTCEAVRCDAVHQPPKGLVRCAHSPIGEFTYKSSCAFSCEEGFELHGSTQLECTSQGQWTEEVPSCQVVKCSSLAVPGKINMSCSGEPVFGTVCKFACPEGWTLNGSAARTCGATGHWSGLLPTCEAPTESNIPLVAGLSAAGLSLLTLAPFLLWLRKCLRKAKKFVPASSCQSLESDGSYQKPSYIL
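Read-out: % PE-positive cells | Test system: HUVEC | Doses: One compound dose added by pin transfer | Buffer or medium: EGM-2 over gelatin coat | Signal: Immunofluorescence imaging | Benchmarks: TNF-alpha, DMSO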
CFTR F508del cor: CFTR F508del correction in bronchial cells; activity (quench increase), % at 7.58 µM; CFBE cells, YFP halide quenching; stimulated with forskolin plus potentiator P3; % fluorescence drop versus neutral controls; hit rate 0.36% among 350,000;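 active = mean added fluorescence quench of at least 8% versus neutral control, with both replicates also reaching 8%; inconclusive = only one of the mean or replicate conditions met; inactive = mean below 8% and not both replicates reaching 8%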;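 note: cells transiently co-express mutant CFTR-F508del with the halide-sensitive YFP; corrector assay measuring rescue of mutant channel to the surface after 24 h compound exposure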
DENV2 CPE: DENV2-induced cell death inhibition; DENV2-infected cells, cytopathic effect rescue, plate reader; hit rate 1.7% among 350,000; CPE inhibition, % at 9.99 µM; in the data active = CPE inhibition above about 20%, passing the limit was not always enough; inconclusive = no clear call, values can overlap the other calls; tested in BHK-21 cells;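 note: 0% = median of neutral control wells and 100% = median of positive control wells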
RAD54 branch: RAD54 (human) branch migration inhibition; RAD54 Holliday junction branch migration, FAM/BHQ fluorescence; inhibition, % at 10.4 µM; hit rate 0.14% among 360,000; AID 602329;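 active = mean normalized replicate activity at least 40 and at least half of replicates scoring 40 or more; inconclusive = only one of the two criteria met; inactive = mean below 40 and under half of replicates reaching 40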;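 note: 0% = median of neutral control wells and 100% = median of positive control wells; inhibitors cause a drop in the FAM fluorescence signal; in these data hits start at about 50%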
GSIS activator: GLuc luminescence reporter in INS-1E cells, primary screen for activators of glucose-dependent secretion of insulin; INS-1E GLuc reporter insulin secretion, 2-3 h; hit rate 0.61% among 370,000; AID 743287; activation, % at 16.6 µM;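 active = lowest replicate activation of at least 40%, so every replicate reaches that level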;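 note: 0% = median of neutral control wells and 100% = median of IBMX positive control wells; some compounds called inactive have numbers as strong as hits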
Starred values were filed as active, the others as inactive; u = inconclusive; x = not tested or not shown; & = joins results of further samples.

SMILES	RAD52 inh	XiGFP reactiv	CASP6 VEID inh	E-sel inducer	CFTR F508del cor	DENV2 CPE	RAD54 branch	GSIS activator
Cc1cnc(C(=O)Oc2ccc(-c3ccccc3)cc2)cn1	-12	0.0	x	0.6	-1.9	-6	0	15
O=C(c1ccc(S(=O)(=O)N2CCOCC2)cc1)N1CCN(c2ccccn2)CC1	3	-0.1	1	x	-0.3	-3	-5	-10
CN(C(=O)c1ccc2c(c1)OCO2)C1CCS(=O)(=O)C1 (stereo not given)	5	-0.1	-3	-0.2	-1.1	u	-7	5
O=C(CCCCCn1c(=S)[nH]c2cc3c(cc2c1=O)OCO3)N1CCN(c2ccc(F)cc2)CC1	-12	0.0	-2	x	-1.8	u	1	12
CO[C@@H]1CN(C)C(=O)c2ccc(NS(=O)(=O)CC(F)(F)F)cc2OC[C@H](C)N(C)C[C@H]1C	-4	0.3	-8	0.3	-1.7	-11	-1	-3
COC(C[C@H]1O[C@@H]1C(=O)COCc1ccccc1)OC	10	0.0	0	0.2	-0.7	16	x	-2
CCOC(=O)Cn1ccc(NC(=O)c2ccc(F)cc2)n1	-9	-0.1	-2	0.2	-1.9	-3	-3	2
C[C@@H]1CN([C@H](C)CO)C(=O)c2cc(-c3cncnc3)cnc2O[C@H]1CN(C)C(=O)c1ccccc1F	-8	-0.6	2	-0.1	1.5	-6	0	8
CC1CC(C)(C)NC2(CCCC2)N1 (stereo not given)	-10	0.4	-3	-1.0	3.5	-2	-20	x
COc1ccccc1/C=N/N1C(=O)C(CC(=O)Nc2ccc([N+](=O)[O-])cc2OC)SC1=Nc1cccc(C)c1C (stereo not given)	-20	0.1	0	0.6	7.4	-1	x	-22
Cc1c(C(=O)NCc2ccccc2C(F)(F)F)sc(=O)n1Cc1ccc2c(c1)OCO2	-16	-0.2	0	x	1.9	-2	0	-24
O=C(NC[C@@H]1N[C@@H](CO)[C@@H]1c1ccc(C2=CCCC2)cc1)c1ccccc1	-162	0.0	4	-0.2	0.0	2	13	-10
COc1ccc(OCC(=O)NC(=S)Nc2ccc3c4c(cccc24)CC3)cc1	3	0.0	-3	x	-3.8	-4	2	-3
CCc1nc2ccc(C(=O)N3CCN(C(=O)c4ccco4)CC3)cn2c1N(C)CCC(C)C	-15	-0.1	-5	-2.4	-1.4	-5	5	1
O=C(C[C@H]1C[C@H]2c3cc(NC(=O)NC4CCCC4)ccc3O[C@H]2[C@@H](CO)O1)NCc1ccc(Oc2ccccc2)cc1	10	-0.1	-1	0.5	-2.1	-4	-6	0
O=C(CC(F)(F)F)N1C[C@@H]2[C@H](c3ccccc31)[C@@H](CO)N2C(=O)C1CCCCC1	-11	0.1	x	-0.1	2.6	10	-10	7
COc1ccc(CNc2nc(-c3cccnc3)nn2C(=O)CC(C)C)cc1	-3	1.2	0	7.2	-1.9	-1	x	-24
CC(C)CN(C(=O)COC(=O)c1ccc(Cl)nc1)c1c(N)n(Cc2ccccc2)c(=O)[nH]c1=O	1	0.1	-2	0.1	-1.3	-11	2	16
CCC(Sc1ccccn1)C(=O)Nc1cccc([N+](=O)[O-])c1 (stereo not given)	-16	0.0	-3	x	-1.6	-1	x	9
CCn1c([N+](=O)[O-])nc2c1c(=O)[nH]c(=O)n2C	-9	0.0	3	x	-3.0	10	5	-4
COc1ccc(NC(=O)Nc2ccc3c(c2)C(=O)N([C@H](C)CO)C[C@H](C)[C@H](CN(C)Cc2ccc(C(=O)Nc4ccccc4N)cc2)OCCCC[C@@H](C)O3)cc1	39	0.0	2	0.1	-1.5	-8	x	12
CC(=O)c1c(C)[nH]c(C(=O)COC(=O)C2(C)CC2(Cl)Cl)c1C (stereo not given)	-1	0.0	2	x	-1.7	2	-6	-43
CCCCN(C(=O)CSc1ncn[nH]1)c1c(N)n(Cc2ccccc2)c(=O)[nH]c1=O	-2	0.2	0	-0.5	-0.4	2	12	19
COC(=O)[C@]12CCCCC=C1N(CCC1=CCCCC1)C(=O)[C@H](CC(=O)N1CCC(c3ccccc3)CC1)C2	-5	0.4	-5	-0.1	-2.7	6	x	-2
O=C(NC(=S)NCc1ccccc1)c1cccs1	-21	0.1	1	0.2	-0.3	3	-6	-3
C=CCC1(C(=O)N(C)Cc2ccccc2)CCN(C(=O)OC(C)(C)C)CC1	-3	0.7	0	0.0	0.0	-10	-7	-29
CCN(CC)S(=O)(=O)c1ccc(N2CCOCC2)c(NC(=O)CN2C(=O)NC3(CCCC3)C2=O)c1	-10	0.1	-2	x	-7.3	-5	-7	-5
CCC(=O)Nc1ccc2c(c1)C(=O)N(C)C[C@@H](OC)[C@H](C)CN(CC1CCCCC1)[C@@H](C)CO2	17	0.8	x	-0.3	1.4	-4	-11	-18
CC(=O)c1ccc(NC(=S)Nc2ccn(Cc3ccc(Br)cc3)n2)cc1	-19	0.2	-3	6.5	-0.7	16	6	-1
COc1ccc(-c2noc(CN(C)C(=O)c3ccoc3C)n2)cc1OC	0	0.4	7	x	2.5	5	8	7
Nc1nnc(-c2ccc(Cl)c(Cl)c2)s1	-23	0.6	0	0.9	6.2	x	-1	0
CCCCCCN1CCN(C2CN(Cc3cn(Cc4ccc(C)cc4)nn3)S(=O)(=O)C2)CC1 (stereo not given)	-5	-0.1	2	0.0	2.7	1	x	-10
CCCNC(=O)N1CC2(CN(Cc3ccccn3)C2)c2c(n(C)c3cc(OC)ccc23)[C@@H]1CO	x	0.3	x	-0.1	2.7	u	x	17
O=C(C[C@H]1CC[C@H]2[C@@H](COC[C@H](O)CN2Cc2cccc(F)c2)O1)NCc1ccncc1	-6	-0.1	-1	-0.2	-4.2	-1	-1	6
Cc1ccc2c(COC(=O)C3CC(=O)N(c4ccc5c(c4)OCCO5)C3)cc(=O)oc2c1 (stereo not given)	-26	0.2	-5	0.3	-1.0	-4	-6	x
CC(=O)c1ccc(S(=O)(=O)N2CCCc3ccccc32)cc1	-7	0.0	0	x	0.8	-6	-1	-17
CC(=O)c1cccc(NC(=O)C2CCCN2S(=O)(=O)c2ccccc2C(F)(F)F)c1 (stereo not given)	-44	0.3	-3	0.0	-0.8	u	-2	-5
Cc1csc(SCC(=O)Nc2cccc(C)c2C)n1	-1	0.3	-1	x	1.2	u	-11	-15
CCNC(=O)Nc1ccc2c(c1)C(=O)N(C)[C@@H]1CC[C@@H](CC(=O)NCc3ccc(F)cc3)O[C@@H]1CO2	7	0.5	-2	-0.1	-0.2	-6	2	0
Cc1cc(C)c(S(=O)(=O)Nc2ccc(C(N)=O)cc2)c(C)c1	-2	0.0	-3	-1.3	-0.9	7	10	4
COCCN(C(=O)CSc1nnc(-c2cccc(F)c2)n1N)c1c(N)n(CC(C)C)c(=O)[nH]c1=O	-5	3.1	3	-0.5	-1.7	11	4	5
C=CCNc1ncnc2c1ncn2[C@H]1CN(Cc2ccccc2)C[C@@H](COC(C)=O)O1	-72	0.2	-3	0.0	2.9	2	-8	-8
O=C(NCCCCCc1nc2ccccc2[nH]1)c1ccccc1Cl	-3	0.0	1	0.3	-1.6	-1	-4	4
Cc1ccc2[nH]c(O)c(N=NC(=O)C(C)n3cnc4ccccc4c3=O)c2c1 (stereo not given)	-8	-0.2	4	-2.2	x	18	x	-6
CCCNC(=O)Nc1ccc2c(c1)C(=O)N(C)C[C@H](OC)[C@@H](C)CN(Cc1ccccn1)[C@H](C)CO2	x	0.2	x	0.5	0.8	x	2	-1
O=C(Nc1ccc(F)cc1)C1COc2ccccc2O1 (stereo not given)	-8	0.0	2	0.4	3.9	-2	-7	184*
CCC(=O)N(C)C[C@H]1Oc2ncc(C#Cc3cccnc3)cc2C(=O)N([C@@H](C)CO)C[C@@H]1C	6&3	0.8&-0.3	1&2	x	3.4&-0.3	-11&16	11&2	6
CN(C)c1nc(SCC(=O)Nc2ccc(Cl)c(Cl)c2)nc(N2CCOCC2)n1	-3	0.3	1	x	-0.6	5	6	11
O=C(Nc1ccc(C(=O)N2CCCC2)cc1)C1CCC1	1	0.1	-1	x	-2.6	6	0	6
CCC(=O)Nc1ccc(N2CCN(C(=O)c3cccs3)CC2)cc1	-12	0.2	2	1.8	-0.2	-3	x	-5

Some of these compounds in order of SMILES length, ascending.
SMILES	RAD52 inh	XiGFP reactiv	CASP6 VEID inh	E-sel inducer	CFTR F508del cor	DENV2 CPE	RAD54 branch	GSIS activator
O=C(Nc1ccc(F)cc1)C1COc2ccccc2O1 (stereo not given)	-8	0.0	2	0.4	3.9	-2	-7	184*
CCC(=O)Nc1ccc(N2CCN(C(=O)c3cccs3)CC2)cc1	-12	0.2	2	1.8	-0.2	-3	x	-5
COCCN(C(=O)CSc1nnc(-c2cccc(F)c2)n1N)c1c(N)n(CC(C)C)c(=O)[nH]c1=O	-5	3.1	3	-0.5	-1.7	11	4	5

Later entries:
SMILES	RAD52 inh	XiGFP reactiv	CASP6 VEID inh	E-sel inducer	CFTR F508del cor	DENV2 CPE	RAD54 branch	GSIS activator
O=C(Nc1ccc(-n2cc(Br)cn2)cc1)c1ccncc1	-27	0.3	-3	4.7	3.8	-2	3	16
CO[C@H]1CN(C)C(=O)c2ccc(NC(=O)C3CCCC3)cc2OC[C@@H](C)N(CC2CC2)C[C@@H]1C	9	0.0	4	0.3	3.0	-2	-9	4
O=C(NCCc1ccc(F)cc1)C1CCCCC1	-5	0.0	2	x	0.9	-7	x	-2
COc1ccc(/C=C/C(=O)Nc2ccccc2C)cc1S(=O)(=O)N1CCOCC1	-6	0.3	-3	-0.1	-0.5	-5	x	3
CC1CN(S(=O)(=O)c2cccc(C(=O)Nc3ccc4c(c3)CCC4)c2)CC(C)O1 (stereo not given)	-32	-0.1	1	x	-1.6	0	x	-16
COc1ccc(-c2nc(CNS(=O)(=O)c3ccc(OC)c(OC)c3)cs2)cc1	-2	0.0	0	x	0.8	-2	-7	x
COc1ccc2c3c(n(C)c2c1)[C@@H](CO)N(CC1CC1)CC31CN(C(=O)CN2CCOCC2)C1	x	0.3	x	-0.3	-2.7	3	x	0
Cc1ccc(N2CC(C(=O)N3CCC(C(=O)NCCCOC(C)C)CC3)CC2=O)cc1 (stereo not given)	-13	0.0	0	-0.2	3.8	4	6	12
COc1ccc(C#Cc2ccc3c(c2)[C@]2(C(=O)N3)[C@H](C(=O)N3CCN(c4ncccn4)CC3)[C@H]3C(=O)O[C@H](c4ccccc4)[C@H](c4ccccc4)N3[C@@H]2c2ccc(OCCO)cc2)cc1	-19	x	2	x	-5.2	-8	-2	x
COc1ccc(S(=O)(=O)N2CCCCCC2)cc1NC(=O)Cc1ccc(OC)c(OC)c1	-16	0.0	0	-1.8	-0.1	-3	3	11
CSc1ccc(C(=O)N2CCC(CCC(=O)NC3CC3)CC2)cc1	-11	0.2	-1	x	4.1	0	3	-5
COc1ccc(C)cc1NC(=O)C(OC(=O)CNC(=O)c1cc(C)cc(C)c1)c1ccccc1 (stereo not given)	-6	0.1	2	x	-1.6	1	x	-4
O=C(O)c1csc(-n2nc(-c3ccccc3)cc2C(F)(F)F)n1	-2	0.0	2	3.3	1.4	-1	x	2

High-throughput results as filed in PubChem.
